# Assay outcomes as filed in PubChem.
# VEEV TC-83 Vero = inhibitors of VEEV TC-83 cytopathic effect, confirmation, Vero cells (AID 588727); Vero cells, VEEV TC-83 cytopathic effect inhibition; higher % means a stronger effect; one-dose inhibition, % at 20 µM; IC50 in µM for titrated hits; actives 0.13% (n = 350,000); in the data active means a potency from the dose series; inconclusive means inhibition mostly from about 14% at the one dose, without a potency; inactive means the rest, 99 in 100 with inhibition below about 12%; further: strong numbers were not always called active
# M. tuberculosis = growth inhibition of non-replicating M. tuberculosis (AID 488890); Mycobacterium tuberculosis non-replicating, growth inhibition; higher % means a stronger effect; one-dose inhibition, % at 25 µM; IC50 in µM for titrated hits; actives 0.39% (n = 320,000); in the data active means a potency from the dose series; inconclusive means inhibition mostly from about 82% at the one dose, without a potency; inactive means the rest, 99 in 100 with inhibition below about 76%;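 further: plate controls were DMSO cells for no effect and high antibiotic wells for full effect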
# M. tuberculosis HTS = M. tuberculosis growth inhibition, HTS (AID 449762); M. tuberculosis H37Rv growth inhibition, 7H9 media; higher % means a stronger effect; actives 0.59% (n = 330,000); inhibition, % at 25 µM, or IC50 in µM where a hit was titrated; in the data active means a potency from the dose series; inconclusive means inhibition above about 70% without an active follow-up result;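 further: bacterial growth assessed after seven days of incubation; strong numbers were not always called active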
# Salmonella PhoP GFP = PhoP regulon inhibitors, Salmonella typhi PhoP promoter GFP reporter, confirmatory (AID 1850); actives 0.33% (n = 310,000); inhibition, % at 50 µM, or IC50 in µM where a hit was titrated; Salmonella Typhi PhoP-promoter GFP reporter, fluorescence, 4 h; higher % means a stronger effect; in the data active means a potency from the dose series; inconclusive means inhibition mostly from about 25% at the one dose, without a potency; inactive means the rest, 99 in 100 with inhibition below about 19%;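 further: 0% = induced wells with vehicle and 100% = uninduced wells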
# H1N1 NS1A inhibition = H1N1 influenza NS1A inhibitors, functional cell based assay (AID 504329). one-dose inhibition, % at 12.5 µM; IC50 in µM for titrated hits. actives 0.3% (n = 340,000). NS1A functional cell-based assay, percent inhibition; higher % means a stronger effect; in the data active means a potency from the dose series; inconclusive means inhibition above about 27% without an active follow-up result; further: strong numbers were not always called active
# VEEV TC-83 Vero 10K pilot screen = second read-out of VEEV TC-83 Vero, no call of its own (marks repeat the call); inhibition, %; measured here: 10K pilot screen inhibition
# * hit, by the source's call; i = inactive; ? = inconclusive; · = not tested or not shown.
SMILES,VEEV TC-83 Vero,M. tuberculosis,M. tuberculosis HTS,Salmonella PhoP GFP,H1N1 NS1A inhibition,others
Cc1cc(C)c(S(=O)(=O)N2CCN(C(=O)c3ccc4c(c3)OCO4)CC2)c(C)c1,i,19%,9%,3%,-4%,
Cc1nc(SCC(=O)c2cccc([N+](=O)[O-])c2)n[nH]1,1.0%,-7%,-2%,-11%,-4%,
O=C(CSc1nc2ccccc2c(=O)n1Cc1ccccc1)NCc1ccco1,4.8%,-9%,0%,-3%,2%,
O=C(NCC1CCCO1)c1ccc(CSCc2cccc(F)c2)o1 (centres undefined),i,31%,6%,-6%,-4%,
Cc1nnc(NC(=O)c2ccccc2F)s1,0.4%,-7%,-6%,-7%,1%,
O=C(N/N=C/c1cc([N+](=O)[O-])ccc1O)Nc1ccccc1,1.9%,67%,44%,18%,0%,
Cc1cc(C)cc(SCc2noc(C(=O)NC(C)C)c2C(=O)O)c1,0.3%,-4%,1%,2%,1%,
CCC(=O)Nc1ccc(NC(=O)CSc2nnc(C(C)C)n2C)cc1,1.8%,-7%,-11%,8%,-1%,
COc1ccc(CCNc2c3ccccc3nc3ccccc23)cc1OC,i,47%,-8%,7%,1%,
Cc1cc(-c2nn(-c3ccccc3F)cc2CN2CCC(O)CC2)c(C)s1,0.7%,22%,-2%,11%,14%,
COc1ccc(C(=O)N2CCN(C(C)=O)CC2)cc1S(=O)(=O)N1CCOCC1,1.9%,79%,-4%,3%,-7%,
COc1cc(/C=C(/NC(=O)c2ccccc2)C(=O)Nc2ccccc2)c([N+](=O)[O-])cc1OC,0.6%,0%,-3%,-2%,-4%,
c1ccn2c(Cc3nnc4ccccn34)nnc2c1,0.3%,-20%,-1%,-8%,1%,
COc1ccc(CCn2c(-c3cccc([N+](=O)[O-])c3)nc3nc4ccccc4nc32)cc1,i,·,·,·,-2%,
O=C(Oc1cccc2ccccc12)c1ccco1,i,63%,-2%,-2%,-9%,
CN1Cc2cnnn2-c2ccccc2C1c1ccccc1 (centres undefined),2.0%,·,·,·,-19%,
CCOC(=O)c1c(NC(=O)COc2ncnc3ccccc23)sc(C)c1C,i,0%,6%,-8%,6%,
c1ccc(C2Oc3ccccc3C3CC(c4cccs4)=NN32)cc1 (centres undefined),4.1%,?,-7%,-6%,3%,VEEV TC-83 Vero 10K pilot screen=2.2
N#C/C(=C\c1ccco1)Sc1nc2ccccc2s1,1.0%,72%,-10%,-5%,-2%,
O=C(C1CCCN(S(=O)(=O)c2ccccc2)C1)N1CCN(c2ncccn2)CC1 (centres undefined),i,5%,-1%,-23%,17%,
O=C(CNC(=O)/C(=C\c1ccc(Br)cc1)NC(=O)c1ccccc1)OCc1ccccc1,1.1%,?,?,-5%,19%,
COc1cccc(-n2nnc3c(=O)n(CC(=O)NC4CCCC4)cnc32)c1,3.4%,7%,-8%,-6%,-1%,VEEV TC-83 Vero 10K pilot screen=1.5
O=C(c1ccccn1)N1CCN(c2ccc(C(F)(F)F)cn2)CC1,2.3%,0%,-9%,1%,2%,
O=C(NCc1ccccn1)c1ccc2c(=O)n(CCc3ccccc3)c(=O)[nH]c2c1,1.1%,0%,-2%,-15%,19%,
O=C1CSC(c2ccccn2)N1c1cccc(Cl)c1 (centres undefined),0.3%,0%,-6%,4%,3%,
Cc1nc2scc(C)n2c(=O)c1S(=O)(=O)N1CCN(c2ccc(F)cc2)CC1,0.4%,-10%,10%,11%,-10%,
CCc1ccc(NC(=O)CSc2nc3ccccc3c(=O)n2CCCC(=O)NCCCN2CCOCC2)cc1,6.9%,45%,1%,-7%,7%,
Cc1cc(=O)oc2c(C(=O)/C=C\c3cccs3)c(O)ccc12,14%,74%,52%,-2%,1%,
CCN(CCO)C1CC(=O)N(c2ccccc2C)C1=O (centres undefined),0.9%,14%,0%,13%,-5%,
CC(C)C(NC(=O)CN(c1ccc2c(c1)OCCO2)S(=O)(=O)c1ccccc1)C(C)C,1.6%,20%,-11%,7%,9%,
COc1cccc(-c2cc(C(=O)N/N=C/c3cccc(OC)c3OC)c3ccccc3n2)c1,9.7%,1%,-10%,-1%,-17%,
O=C(NC1CCCCC1)c1cc(-c2cccs2)on1,2.1%,·,7%,-30%,9%,
Cc1cc([N+](=O)[O-])nn1CC(=O)N1CCc2ccccc2C1,2.2%,1%,-1%,13%,-1%,
COc1cc(C)ccc1OCCOc1c(C)cc(Cl)cc1Cl,i,54%,22µM*,11%,-8%,
COc1cccc(-c2nc3n(n2)C(c2ccccc2Cl)C(C(N)=O)=C(C)N3)c1 (centres undefined),0.6%,11%,-8%,-3%,-3%,
COc1nnc(-c2ccc(N3CCCCC3)c(N)c2)c2ccccc12,8.3%,56%,8%,-5%,-4%,
COc1ccc(Nc2ncnc3sccc23)cc1,3.5%,23%,6%,-2%,-11%,
CS(=O)(=O)N(CC(=O)Nc1ccc(Br)cc1F)C1CCCCC1,0.4%,-3%,-2%,-4%,-2%,
O=C(NCCCN1CCCC1)c1cc(Sc2ccc(F)cc2)nc2ccccc12,0.7%,39%,-2%,-6%,1%,
CCCCn1c(N)c(N(CCC(C)C)C(=O)Cc2ccc(S(=O)(=O)N3CCOCC3)s2)c(=O)[nH]c1=O,1.0%,-1%,-4%,3%,-3%,
Cc1c(C(=O)N(C)Cc2ccccc2)oc2c(Cl)cccc12,2.0%,34%,7%,-8%,5%,
CCCOC(=O)C1=C(C)NC2=C(C(=O)C(C(=O)OC)C(C)C2)C1c1ccc(N(C)C)cc1 (centres undefined),i,12%,-6%,-9%,9%,
CCN(CC)CCNC(=O)CNC(=S)N(CCCN1CCOCC1)Cc1cccs1,0.1%,-14%,-4%,6%,3%,
CC(C)Oc1ccc(NC(=O)C2CCCNC2=O)cc1 (centres undefined),i,4%,-8%,8%,0%,
O=C1/C(=C/c2cccnc2)N2CCC1CC2,0.8%,7%,-3%,14%,-12%,
CCc1ccc2[nH]c(=O)c(CN(Cc3ccc(OC)cc3)Cc3nnnn3CCOC)cc2c1,10%,·,·,·,13%,
CCN(CC(=O)Nc1c(F)cccc1F)C(=O)CCCc1nc2ccccc2c(=O)[nH]1,1.4%,-1%,5%,3%,8%,
Cc1nn(Cc2ccc(Cl)cc2)c2sc(C(=O)OCC(N)=O)cc12,2.1%,-3%,-12%,-3%,4%,
Cc1ccc(-c2nc3ncccn3c2NC2CCCC2)o1,0.4%,1%,6%,1%,7%,
Cc1ccc(S(=O)(=O)N(Cc2ccccc2F)C(=O)N2CCN(C)CC2)cc1,1.4%,-17%,-5%,3%,-16%,
COc1cc(C2SCC(=O)N2Cc2ccccc2)cc(OC)c1OC (centres undefined),i,-12%,-5%,-5%,17%,
CCOC(=O)c1c(/N=C/C2C(=O)CCCC2=O)sc(C)c1C,i,-6%,1%,-6%,-3%,
Cc1cccc(C)c1NC(=O)CSc1nc2ccccc2c(=O)[nH]1,0.5%,12%,0%,7%,3%,
Clc1ccccc1SCc1nc2ccccc2[nH]1,0.6%,12%,-5%,-12%,5%,
O=C(c1ccc(COc2ccccc2Cl)o1)N1N=C(C(F)F)CC1(O)C(F)F (centres undefined),1.8%,51%,4%,0%,6%,
COC(=O)c1ccc(NS(=O)(=O)c2ccc(OC)cc2)cc1,i,0%,-1%,-4%,3%,
O=C(COC(=O)c1ccc(O)cc1O)NNC(=O)c1cccs1,1.9%,10%,-9%,·,-20%,
O=C(COC(=O)C12CC3CC(CC(Br)(C3)C1)C2)Nc1ccc2[nH]c(=O)[nH]c2c1,i,-7%,4%,10%,-2%,
CCC(=O)NNC(=O)CCC(=O)Nc1ccc(C)cc1C,0.9%,2%,2%,-7%,-7%,
CN(C)c1nc(-c2ccccc2)ncc1S(=O)(=O)c1ccccc1,0.7%,25%,5%,12%,-2%,
# The results go on:
SMILES,VEEV TC-83 Vero,M. tuberculosis,M. tuberculosis HTS,Salmonella PhoP GFP,H1N1 NS1A inhibition,others
CCOC(=O)C1CSc2[nH]c(=O)sc2C1c1ccccc1 (centres undefined),2.8%,38%,-5%,-8%,0%,
COc1cc(C(=O)Oc2cccc(C(=S)N3CCOCC3)c2)cc(OC)c1OC,8.1%,-10%,-2%,-15%,6%,
CCOc1ccccc1N1CCN(C(=O)C(Sc2ccccc2)c2ccccc2)CC1 (centres undefined),7.2%,0%,-9%,-2%,6%,
COc1ccc(C(=O)Nc2nc(CC(=O)NCCc3ccccc3OC)cs2)cc1,10%,27%,31%,14%,-6%,
N#C/C(=C\c1cccs1)C(=O)Nc1ccccn1,1.0%,6%,0%,-6%,11%,
Clc1ccc(Cl)c(OCCN2CCCC2)c1,i,5%,7%,1%,-9%,
COc1ccc(CN2CCCC(C(=O)c3sccc3C)C2)cc1O (centres undefined),0.1%,8%,2%,0%,2%,
Cc1cc(C)cc(NS(=O)(=O)c2coc(C(N)=O)c2)c1,2.5%,9%,-2%,4%,-1%,
CC(C)NC(=O)COC(=O)c1ccc(NS(=O)(=O)c2ccc3c(c2)OCCO3)cc1,3.1%,6%,3%,-14%,8%,
COc1ccc(C2CC(=O)Nc3cc(C)c(C)cc32)c(OC)c1OC (centres undefined),4.8%,1%,-7%,0%,-21%,
COC(=O)c1cc(Br)c(=O)n(Cc2cccnc2)c1,0.9%,-10%,-19%,1%,3%,VEEV TC-83 Vero 10K pilot screen=0.3
CC(=O)Nc1ccc(C(=O)Nc2cc(C)on2)cc1,i,-13%,3%,-6%,17%,

# Sorted by molar mass (highest first): seven of the compounds above.
SMILES,VEEV TC-83 Vero,M. tuberculosis,M. tuberculosis HTS,Salmonella PhoP GFP,H1N1 NS1A inhibition,others
COc1cc(/C=C(/NC(=O)c2ccccc2)C(=O)Nc2ccccc2)c([N+](=O)[O-])cc1OC,0.6%,0%,-3%,-2%,-4%,
CC(C)NC(=O)COC(=O)c1ccc(NS(=O)(=O)c2ccc3c(c2)OCCO3)cc1,3.1%,6%,3%,-14%,8%,
COc1cccc(-c2nc3n(n2)C(c2ccccc2Cl)C(C(N)=O)=C(C)N3)c1 (centres undefined),0.6%,11%,-8%,-3%,-3%,
COc1cc(C2SCC(=O)N2Cc2ccccc2)cc(OC)c1OC (centres undefined),i,-12%,-5%,-5%,17%,
COC(=O)c1ccc(NS(=O)(=O)c2ccc(OC)cc2)cc1,i,0%,-1%,-4%,3%,
N#C/C(=C\c1ccco1)Sc1nc2ccccc2s1,1.0%,72%,-10%,-5%,-2%,
O=C1/C(=C/c2cccnc2)N2CCC1CC2,0.8%,7%,-3%,14%,-12%,

# (cont.)
SMILES,VEEV TC-83 Vero,M. tuberculosis,M. tuberculosis HTS,Salmonella PhoP GFP,H1N1 NS1A inhibition,others
CC(C)n1ncc2c(C(=O)N3CCN(Cc4ccc(Br)s4)CC3)cc(C3CC3)nc21,2.0%,23%,21%,·,8%,
Cc1ccc(N(CC(=O)Nc2ccccc2C(=O)NCc2ccco2)S(=O)(=O)c2ccccc2)cc1C,8.1%,21%,-3%,4%,-5%,
CCc1cc(=O)oc2c3c(cc(OCC(=O)NCCCC(=O)O)c12)OC(C)(C)CC3,1.1%,-17%,-4%,-6%,0%,
Cn1c(=O)c2cn(-c3ccc4c(c3)OCCO4)cc2n(C)c1=O,1.4%,12%,6%,-2%,-3%,
CC1(c2ccc(Cl)cc2)NC(=O)CS1 (centres undefined),0.8%,-5%,4%,-4%,9%,
O=C(CCl)N(Cc1cc(=O)[nH]c2ccccc12)c1ccccc1,?,?,?,17%,-3%,
COc1cc(/C=C2\C(=O)N(CCC#N)N=C2C)ccc1OCC(=O)Nc1ccccc1,2.9%,-1%,3%,12%,-3%,
O=C(c1cccc(N2C(=O)C3CC=CCC3C2=O)c1)N1CCN(c2ccccc2)CC1 (centres undefined),3.8%,10%,-9%,-11%,-1%,VEEV TC-83 Vero 10K pilot screen=1.0
CO/N=C/C1CCN(c2ncc(C(F)(F)F)cc2Cl)C1=O (centres undefined),0.8%,10%,-1%,-4%,-10%,
CCn1c(CC(=O)Nc2ccccc2F)nnc1SCC(=O)N1CCN(c2ccccc2)CC1,i,6%,2%,-13%,-1%,VEEV TC-83 Vero 10K pilot screen=2.1
O=C(CSc1ncccn1)Nc1ccc2[nH]c(=O)[nH]c2c1,1.1%,-15%,-9%,8%,-5%,
O=C(NC(=S)Nc1ccccc1F)C1CCCCC1,1.6%,?,13%,2%,-2%,
C#CCOCCOCCOCCNc1nc(N2CCN(C(=O)CCCCCCCCCCNC(=O)[C@H](CCCCN)n3cc(CCCC(=O)O)nn3)CC2)nc(N2CCN(C(=O)CCCCCCCCCCNC(=O)[C@@H]([C@H](C)O)n3cc(C)nn3)CC2)n1,0.9%,17%,62%,-3%,-2%,
O=Cc1c(NCCCN2CCCC2=O)c2ccccc2[nH]c1=O,0.2%,-1%,-1%,-6%,23%,
